INS promoter inh: TRM-6 insulin promoter activity inhibition. TRM-6 cells (human fetal islet line), insulin promoter-eGFP reporter, imaging; reporter expression induced with tamoxifen. inhibition, % at 2 µM. 130,000 compounds, 0.9% hits;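 active = inhibition above the mean plus 3 SD, with well images judged a real hit on visual review, cut at about 60% in these data, passing the limit was not always enough; inconclusive = inhibition over the cutoff but images rejected on review; inactive = inhibition not above the cutoff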
sdo1 growth: compounds rescuing growth of sdo1-depleted yeast, bone marrow failure model | S. cerevisiae sdo1-depleted JHY4D growth rescue, OD600 30 h; active compounds read high; pdr5 snq2 efflux-pump mutant strain | z-score at 10 µM | 140,000 compounds, 0.21% hits | AID 817;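 active = z-score above 3 at both the 24 hr and the 30 hr optical density reads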;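 also: z-score against mean and SD of all compound wells on the same plate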
sdo1 growth Rescue 24 h: also measured in sdo1 growth; calls as there; z-score; S. cerevisiae sdo1-depleted JHY4D growth rescue, OD600; measured here: growth rescue at 24 h;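 0 is the plate mean of compound wells and units are plate SD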
Numbers without * were called inactive; ? = inconclusive; · = no result given; [ ] = remark or other dose. An unsorted share of the library; overall some 0.99% were active at least once.

SMILES	INS promoter inh	sdo1 growth	sdo1 growth Rescue 24 h
CC1CCCN(C(=O)C2CCN(CC(C)c3ccccc3)CC2)C1 (stereo unspecified)	58	-0.04	-0.26
O=C(N/N=C/c1ccc(Cl)cc1)c1cc2c(s1)-c1ccccc1CC2	47	-0.54	-0.41
CC1CCC(=C(C#N)c2nc(-c3cc4ccccc4oc3=O)cs2)CC1 (stereo unspecified)	·	-0.05	0.35
CCN1CCN(C(c2cccs2)C(C)NC(=O)c2ccco2)CC1 (stereo unspecified)	-43	-0.02	0.28
CCn1cc(/C=N\NC(=O)c2ccc(Cl)cc2)cn1	-15	0.9	0.17
C/C(=N\OCC(=O)Nc1nc2ccccc2s1)c1ccccc1	17	-1.4	-1.1
CN1C=CC2=C(C#N)C(N)C(C#N)(C#N)C(c3ccccc3)C2C1 (stereo unspecified)	-127	0.15	-0.08
CCOC(=O)c1c(NC(=O)CS(=O)(=O)c2cn(CC)c3ccccc23)sc2c1CCCC2	-62	-0.67	1.3
CC1CCCC(C)N1C(=O)c1cc2ncc(CCCl)cn2n1 (stereo unspecified)	0	0.11	-0.34
CCOc1ccc(NC(=O)CN(C)S(=O)(=O)c2cnc[nH]2)cc1	-13	·	·
COc1cc(OC)nc(NC(C)=O)n1	-15	1.9	1.7
Cc1ccc(C)c(NC(=S)N/N=C/C(C)c2ccccc2)c1 (stereo unspecified)	12	·	·
CC1=C(C)CC(C(=O)NNC(=O)c2ccccc2)C(C(=O)O)C1 (stereo unspecified)	25	-0.09	1.6
Cc1cc(O)ccc1N/C=C1\CCCC1=O	31	1.2	1.1
Cc1ccc(SCc2nc3ccccc3n2CC(=O)Nc2ccccc2)cc1	28	-1.2	-1
CCN(CC)CCCN1C(=O)c2oc3ccccc3c(=O)c2C1c1cccc(OC)c1OC (stereo unspecified)	14	0.55	0.42
Cc1ccc2cccnc2c1NC(=S)NC(=O)c1ccccc1	·	-0.63	-0.49
Cc1cc(C)c(NC(=S)N2CCC(N(C)CC3CCCO3)CC2)c(C)c1 (stereo unspecified)	44	3.6*	4.7*
C=C(C)COc1ccc(-c2nc(N)ncc2Oc2ccccc2OC)c(O)c1	·	-0.91	0.36
CCOc1ccc(CC(=O)NCc2ccc3c(c2)cc(C)n3C)cc1	-10	·	·
N#Cc1c(N)sc2c1CCCCCC2	·	0.32	0.27
O=C(Nc1cccc(C(F)(F)F)c1)c1cccnc1N1CCN(c2ccccc2)CC1	71	-0.41	0.04
CCn1c(=O)c(C(=O)CN2CCN(S(=O)(=O)c3ccc(C)cc3C)CC2)c(N)n(Cc2ccccc2)c1=O	8	2.1	2.3
CCOC(=O)COc1cccc2c(=O)n(CC(=O)NCCc3ccc(OC)c(OC)c3)ccc12	20	0.1	0.79
Cc1cc(S(=O)(=O)n2ccnc2)c(Cl)cc1Cl	19	·	·

Part of the list above in order of count of non-hydrogen atoms, rising:
SMILES	INS promoter inh	sdo1 growth	sdo1 growth Rescue 24 h
Cc1cc(O)ccc1N/C=C1\CCCC1=O	31	1.2	1.1
Cc1ccc(C)c(NC(=S)N/N=C/C(C)c2ccccc2)c1 (stereo unspecified)	12	·	·
C/C(=N\OCC(=O)Nc1nc2ccccc2s1)c1ccccc1	17	-1.4	-1.1
O=C(Nc1cccc(C(F)(F)F)c1)c1cccnc1N1CCN(c2ccccc2)CC1	71	-0.41	0.04
CCOC(=O)COc1cccc2c(=O)n(CC(=O)NCCc3ccc(OC)c(OC)c3)ccc12	20	0.1	0.79

(more compounds)
SMILES	INS promoter inh	sdo1 growth	sdo1 growth Rescue 24 h
COCc1n[nH]c(=S)n1-c1ccccc1	16	-0.45	-0.44
C=CCn1c(SCC(=O)c2[nH]c(C)c(C(=O)OCC)c2C)nc2scc(-c3ccc(OC)c(OC)c3)c2c1=O	25	-1.2	-0.87
Cc1ccc(C)n1-c1ccc(C(=O)NCc2cccnc2)cc1	-18	·	·
COc1ccc(S(=O)(=O)n2nc(OC(=O)c3ccco3)cc2N)cc1	18	1.9	1.2
CCOC(=O)CSc1nnc(-c2ccoc2C)n1-c1ccc(OCC)cc1	·	-1.3	-1.8
CCN(c1ccccc1)c1cc(C)nc2nc(C)nn12	·	-0.93	-0.91
CCCCCc1ccc(OCCCC[n+]2cccc(C)c2)c(CCCCC)c1	-144	·	·
Cc1cc(C(=O)Nc2ncc(C)s2)c2ccccc2n1	5	·	·
COc1ccccc1-n1c(C)cc(SC)c(C(C)=O)c1=S	40	0.76	0.35
COc1ccc2[nH]c(=O)c(CN(Cc3cccs3)C(=S)Nc3ccccc3)cc2c1	-13	-1.4	-0.75
O=C(NC(=S)NCC1CCCO1)c1cccc([N+](=O)[O-])c1 (stereo unspecified)	13	1.8	-0.17
COc1ccccc1NC(=O)CSc1nc2sc(C)c(C)c2c(=O)n1Cc1ccco1	54	-1.3	-1.4
C[N+](C)(CC#Cc1ccccc1)CC(=O)c1ccccc1	0	0.73	0.75
Cc1ccc(N(C(=O)c2ccc(Br)o2)C2C=CS(=O)(=O)C2)cc1 (stereo unspecified)	·	0.18	-0.12
Cc1ccc(/C=N/NC(=O)CSc2nnc(-c3ccc(Cl)cc3)n2-c2ccccc2)o1	-47	-0.43	-0.78
CC1CCN(CCNC(=O)CN(C)S(=O)(=O)c2cccc3nsnc23)CC1	·	-0.26	-1.7
CCc1ccc(NC(=O)CCN2C(=O)c3cccnc3C2=O)cc1	-55	0.53	0.27
O=[N+]([O-])c1ccc(Sc2cccc3cccnc23)cc1	31	0.19	0.51
CCOC(=O)c1oc2ccc(S(=O)(=O)n3nc(-c4ccc(Cl)cc4)cc3N)cc2c1C	·	-1.9	-0.7
CCc1[nH]nc2c1C(c1cccc(OC(=O)N3CCOCC3)c1)C(C#N)=C(N)O2 (stereo unspecified)	-350	0.43	0.13
O=C1CCCC/C1=C\Nc1ccc(Cl)cn1	4	0.12	0.09
C=CCNC(=S)NNC(=O)COc1c(Cl)cc(Cl)cc1Cl	·	-1.4	-0.8
O=C(O)c1nn(CC(=O)N2CCCCCC2)c(=O)c2ccccc12	-17	·	·
COc1ccc(-c2nnc(NC(=O)C3CCCO3)s2)cc1 (stereo unspecified)	-6	-0.3	-0.31
CCOC(=O)/C=c1\sc2n(c1=O)CCN=2	-16	1.2	2.2
The list continues:
SMILES	INS promoter inh	sdo1 growth	sdo1 growth Rescue 24 h
CCCn1c(SCC(=O)OCc2ccccc2)nc2c1c(=O)n(C)c(=O)n2C	·	-0.53	-0.7
O=C(Cn1nnc2c(cnn2-c2ccc(F)cc2)c1=O)c1ccccc1F	-18	-0.46	0.36
COc1cc(OC)c(C2SCCS2)c(OC)c1	·	-0.17	0.1
CCCOC(=S)Nc1ccccc1	-36	0.55	0.11
COc1ccccc1/C=N/n1c(N)c(C(=O)NC2CCCCC2)c2nc3ccccc3nc21	-10	-0.56	1.3
O=[N+]([O-])c1ccc(/C=N/n2c(COc3ccccc3)n[nH]c2=S)cc1	57	-0.77	-1
Cn1cc(CNCC2CCCO2)c(-c2ccc(Oc3ccccc3)cc2)n1 (stereo unspecified)	17	·	·
COc1ccc(C(C)=O)cc1CN1C(=O)NC2(CCCCCC2)C1=O	3	0.2	0.25
O=C(NCc1ccc(F)cc1)c1cc2sccc2n1Cc1ccc(F)cc1	31	-1.2	0.3
CC(=O)Nc1ccc(OCC(O)CN2C(C)CCCC2C)cc1 (stereo unspecified)	-28	0.55	0.05
Cc1ccc(-c2nnc(SCC(=O)N3CC(C)CC(C)C3)o2)cc1C (stereo unspecified)	57	-1.3	-0.76
CCOC(=O)C1=NNC2C(=O)N(CC)C(=O)C12 (stereo unspecified)	-7	0.64	0.36
Oc1ccc(CN2CCN(Cc3ccccc3)CC2)c2cccnc12	·	0.18[11.4 µM]	0.81
O=C(c1cc2ccccc2o1)N1CCN(S(=O)(=O)c2cccs2)CC1	40	-0.37	-0.32
O=C(Nc1ccc(N2CCOCC2)nc1)c1ccc(Cl)cc1	7	0.9	0.76
Cc1ccc(Cn2c(CN(C)Cc3ccccc3)nc3c2c(=O)n(C)c(=O)n3C)cc1	57	-1.9	-2
O=C(Nc1ccc(C(F)(F)F)cc1-c1ccccc1)c1ccccc1	·	-0.28	-0.6
COc1cc(CC(=O)OCC(=O)Nc2ccc(S(=O)(=O)N3CCCC3)cc2)cc(OC)c1OC	-38	1.1	1.4
COc1ccccc1CNCc1cc(OC)c(OC)c(OC)c1	-7	·	·
c1ccc(Cn2c(NCc3ccco3)nc3ccccc32)cc1	·	-0.04	-0.36
N#Cc1cccc(-n2c(-c3ccccc3)nnc2-c2ccccc2)c1C#N	29	0.43	0.31
COCC(=O)Nc1ccc([N+](=O)[O-])cc1OC	42	0.56	0.16
CCCCn1c(=S)[nH]c2ccccc2c1=O	17	-1	-1.3
CCS(=O)(=O)c1ccc2c(c1)N(S(=O)(=O)c1ccc(C)cc1)CC(C(=O)O)O2 (stereo unspecified)	11	·	·
Cc1c(C(=O)N2CCc3ccccc3C2)oc2ccc(S(=O)(=O)N3CC(C)CC(C)C3)cc12 (stereo unspecified)	27	0.64	1.8

Reprinted from the part before: 2 entries, then new ones.
SMILES	INS promoter inh	sdo1 growth	sdo1 growth Rescue 24 h
CCS(=O)(=O)c1ccc2c(c1)N(S(=O)(=O)c1ccc(C)cc1)CC(C(=O)O)O2 (stereo unspecified)	11	·	·
Cc1c(C(=O)N2CCc3ccccc3C2)oc2ccc(S(=O)(=O)N3CC(C)CC(C)C3)cc12 (stereo unspecified)	27	0.64	1.8
S=C(Nc1ccc(Cl)cc1)c1nc2ccccc2[nH]1	·	-1.5	-1.2
COc1ccc2c(CC(=O)N3CCc4ccccc43)coc2c1	-7	0.42	0.54
COc1cccc(C(=O)NCc2n[nH]c(=S)n2-c2cccc(C)c2)c1	·	0.44	-0.13
CCN(CC(=O)Nc1ccc(NC(C)=O)cc1)CC(=O)Nc1ccc(F)c(Cl)c1	-33	·	·
O=C(COc1ccccc1)N1c2ccccc2Sc2ccccc21	?	-1.5	-2.1
O=C(Cc1c(O)c2ccccc2[nH]c1=O)NCc1ccc(F)cc1	-19	0.03	-0.47
COc1cccc(C(c2sc3nc(C)nn3c2O)N2CCC3(CC2)OCCO3)c1 (stereo unspecified)	·	-0.17	-1.1
CCS(CC)=NS(=O)(=O)c1ccc(NC(C)=O)cc1	-25	0.09	0.03
O=C(CN1C(=O)C2C3C=CC(C3)C2C1=O)Nc1ccc(S(=O)(=O)N2CCCCC2)cc1 (stereo unspecified)	-20	0.87	-0.43
CCn1c(SCC(=O)n2c(C)c(C)c3ccccc32)nnc1-c1ccco1	·	-1.8	-0.09
O=C(c1ccccc1)N1CCOC12CCN(c1ncc(C(F)(F)F)cc1Cl)CC2	-14	-1.6	-1.2
CC(=O)C1=C(C)N(CC2CC2)C(=O)N[C@H]1c1ccc(Br)cc1	-35	-0.71	-0.53
Cc1ccccc1OCC(=O)Nc1nc(C)c(C(=O)N(C)C)s1	29	0.97	0.53
N#CC1=C(SCC(=O)NCc2ccccc2)NC(=O)CC1c1ccco1 (stereo unspecified)	-39	0.48	0.54
CCCc1nc(N)c(C#N)c(N)c1C#N	·	1.7	1.4
O=C1CCCC2=C1C(c1ccccc1)CC(=O)N2c1ccc(F)cc1F (stereo unspecified)	-27	·	·
Cc1cnnn1-c1ccc(C(=O)CCl)cc1	-56	-2	-1.5
CC1CN(C(=O)CCc2ccccc2)C(C)CN1C(=O)CCc1ccccc1 (stereo unspecified)	8	-0.11	-1.1
CC1(C)OC(=O)N(c2ccccc2)C12C=Cc1c(ccc3ccccc13)O2 (stereo unspecified)	-69	-1.3	-1.2
CNC(=O)Nc1cccc(C(F)(F)F)c1	81*	0.2	-0.17
O=C(Cn1cnc2ccccc2c1=O)OCC(=O)c1ccc2c(c1)OCCO2	·	0.43	-0.12
CCOC(=O)c1nn(-c2ccc(F)cc2)c2nc(CC(C)C)c(C#N)c(=O)n12	-278	-0.99	-0.71
CCOc1ccc(NC(=O)CC2C(=O)N(c3ccccc3)C(=O)N2Cc2ccccn2)cc1 (stereo unspecified)	·	0.65	0.38
COc1ccc(C(C(=O)NC(C)(C)C)N(Cc2ccccc2)C(=O)CCC(=O)Nc2cc(C)on2)cc1 (stereo unspecified)	-20	·	·
CCCN(CCC)CCCNC(=O)c1nn(-c2cccc(OC)c2)c(=O)c2ccccc12	-35	·	·
CC(NCc1ccc2c(c1)OCO2)C(=O)NC1CCCCC1 (stereo unspecified)	-46	·	·

One compound at a time (already shown):
CC(NCc1ccc2c(c1)OCO2)C(=O)NC1CCCCC1 (stereo unspecified) as listed: INS promoter inh = -46; sdo1 growth = ·; sdo1 growth Rescue 24 h = ·
CCOc1ccc(CC(=O)NCc2ccc3c(c2)cc(C)n3C)cc1 as listed: INS promoter inh = -10; sdo1 growth = ·; sdo1 growth Rescue 24 h = ·

Part of the list above, reformatted.
SMILES: C[N+](C)(CC#Cc1ccccc1)CC(=O)c1ccccc1
  INS promoter inh = 0; sdo1 growth = 0.73; sdo1 growth Rescue 24 h = 0.75
SMILES: O=C(c1ccccc1)N1CCOC12CCN(c1ncc(C(F)(F)F)cc1Cl)CC2
  INS promoter inh = -14; sdo1 growth = -1.6; sdo1 growth Rescue 24 h = -1.2

Screening results: PubChem BioAssay, several laboratories
